Screening results from PubChem.
RNase H inhibition: RNase H inhibition, HIV 1 Gag Pol polyprotein, FRET biochemical assay, screening (AID 372); HIV-1 RT RNase H, FRET RNA/DNA substrate fluorescence; higher % means a stronger effect; inhibition, % at 10 µM; hits with a dose series show IC50 in µM; 0.77% of 100,000 active; in the data active = inhibition above about 50%
Numbers without * were called inactive. Only part of the results is shown, so the mix of outcomes need not match the whole.

no.	SMILES	RNase H inhibition
1	Cc1cccc(C)c1N(CC(=O)NN=C1CCCCCCC1)S(C)(=O)=O	4.0%
2	Brc1cc2c(cc1/C=N/Nc1nc3ccccc3s1)OCO2	11.0%
3	CC/C(Cc1ccccc1)=N/NC(=O)CCC(=O)Nc1ccc(I)cc1	11.0%
4	O=C(N/C(=C/c1ccc(Cl)cc1)C(=O)N1CCCC1)c1ccccc1	14.0%
5	CC(C)(C)C(=O)CC(=O)Nc1ccc(Cl)c(N)c1	5.0%
6	O=c1c(Cl)c(N2CCCC2)cnn1Cc1ccccc1	26.0%
7	CC(C)CC(=O)N1CCN(c2ccc(F)cc2)CC1	12.0%
8	Cc1ccccc1OCC(=O)N1CCCc2ccccc21	19.0%
9	Cc1ccc(C(=O)N/C(=C\c2cccc([N+](=O)[O-])c2)C(=O)NC2CCCCC2)cc1	24.0%
10	CC(C)(C)c1ccc(C(=O)NNC(=O)c2ccc(I)cc2)cc1	20.0%
11	O=C1S/C(=C/c2ccccc2F)C(=O)N1c1ccccc1	20.0%
12	C=C(C)CNC(=S)NNC(=O)c1cccc(C)c1[N+](=O)[O-]	4.0%
13	Cc1cc(C)c2c(c1)-c1c(ssc1=S)C(C)(C)N2C(=O)CN1CCOCC1	3.0%
14	Cc1cc(/C=C(/C#N)C(=O)Nc2ccc(F)cc2)c(C)n1-c1ccc(Cl)cc1	3.0%
15	Brc1ccc(C=Nc2cnc3ccccc3c2)cc1	0.0%

The closing two records of the part above come first, to join the parts.
no.	SMILES	RNase H inhibition
14	Cc1cc(/C=C(/C#N)C(=O)Nc2ccc(F)cc2)c(C)n1-c1ccc(Cl)cc1	3.0%
15	Brc1ccc(C=Nc2cnc3ccccc3c2)cc1	0.0%
16	N#C/C(=C\c1cn(Cc2ccc(Cl)cc2)c2ccccc12)c1nn(-c2ccccc2)c(N)c1C#N	22.0%
17	CC(=O)c1cc(F)c(N2CCN(C(=O)c3ccc(Cl)c(Cl)c3)CC2)cc1C	8.0%
18	COc1ccc(C(=O)Nc2ccccc2)cc1NS(=O)(=O)c1ccc(C(C)(C)C)cc1	19.0%
19	CCOc1ccccc1/C=C(/NC(=O)c1ccccc1)C(=O)OC	12.0%
20	COc1ccc(-c2cc(C(F)(F)F)n3ncc(C(=O)Nc4cc(Cl)ccc4O)c3n2)cc1	9.0%
21	COc1ccc(CN2CCN(Cc3ccccc3F)CC2)c(OC)c1OC	9.0%
22	Cc1ccc(C(=O)Oc2ccc3c4c(c(=O)oc3c2)CCCC4)cc1	21.0%
23	CCc1ccc(NC(=O)C(=O)NCCN2CCN(C(=O)c3cccc(Br)c3)CC2)cc1	17.0%
24	CCN(CCC(C)c1ccccc1)CCN(C)C (stereo not drawn)	8.0%
25	Oc1ccccc1-c1nc(-c2ccccc2)c(-c2cccs2)[nH]1	12.0%
26	Cc1ccc(C)c(C2=NN(c3nc(-c4ccccc4)cs3)C(c3cccc([N+](=O)[O-])c3)C2)c1 (stereo not drawn)	13.0%
27	CCC(c1ccccc1)c1nnc(N)s1 (stereo not drawn)	12.0%
28	O=C(/C=C/c1ccc(-c2ccc(Cl)c([N+](=O)[O-])c2)o1)c1ccc(Br)cc1	14.0%
29	Cc1ccccc1NC(=O)C1CC(=O)N(c2ccc(Cl)cc2)C1 (stereo not drawn)	1.0%
30	COc1cc(SC)ccc1C(=O)NC(C)c1ccccc1 (stereo not drawn)	28.0%

Following part.
no.	SMILES	RNase H inhibition
31	Cc1ccc(-c2nc3ccccc3o2)cc1NC(=O)c1ccc(Br)o1	8.0%
32	CCOC(=O)c1[nH]c(C)c(C(C)=O)c1C	0.0%
33	C=CCn1c(-c2cccc(Cl)c2)n[nH]c1=S	0.0%
34	CCOc1cc(/C=N/NC(=O)/C(=C\c2ccc3c(c2)OCO3)NC(=O)c2ccccc2)ccc1O	21.0%
35	O=C1CC(S(=O)(=O)O)c2ccccc2/C1=N/O (stereo not drawn)	11.0%
36	CCCCn1c(CCCO)nc2ccccc21	10.0%
37	CCOC(=O)C1=C(C)NC2=C(C(=O)c3ccccc32)C1c1ccc(OC)c(OC)c1 (stereo not drawn)	8.0%
38	C=CCNc1ncnc2c1sc1nc3c(cc12)COC(C)(C)C3	16.0%
39	COC(=O)C[N+]1=Cc2cc(OC)c(OC)cc2CC1(C)C	6.0%
40	FC(F)(F)c1ccc2c(c1)N(CCCN1CCN(C34CC5CC(CC(C5)C3)C4)CC1)c1ccccc1S2	9.0%
41	Cc1ccc(NC(=O)CN(c2cccc([N+](=O)[O-])c2)S(=O)(=O)c2ccccc2)cc1Cl	8.0%
42	COc1ccc(-c2nnc(-c3sc4cc(C)ccc4c3Cl)o2)cc1	2.0%
43	NC(=O)c1cccc(N2C(=O)C=CC2=O)c1	10.0%
44	C=CCn1c2ccccc2c2nnc(SCC(=O)OCC)nc21	9.0%
45	CCCOc1ccccc1N1C(=O)CC(Cl)C1=O (stereo not drawn)	3.0%

Continuation.
no.	SMILES	RNase H inhibition
46	Cc1ccc(-c2cc(C(=O)Nc3nc(-c4ccc(Cl)cc4)cs3)c3ccccc3n2)cc1	18.0%
47	Cc1c(NC(=O)c2ccc(-c3ccccc3)cc2)cccc1-c1nc2ccccc2s1	4.0%
48	CC(C)(C)c1cc(C(F)(F)F)nc(NC(=O)NS(=O)(=O)c2ccccc2Cl)n1	8.0%
49	COCCc1nnc(NC(=O)Cc2ccccc2)s1	0.0%
50	CCOC(=O)C(=CNc1cc(Cl)ccc1OC)C(=O)OCC	19.0%
51	CCCC(=O)Nc1ccc(NC(=O)c2cc(Cl)ccc2Cl)cc1	6.0%
52	COc1cccc(C(=O)N2CCN(C(=O)c3cccs3)CC2)c1	0.0%
53	COC(=O)C1=C(O)/C(=C\c2ccc([N+](=O)[O-])cc2)N=C1C	4.0%
54	CCn1c2ccccc2c2cc(-c3nn(-c4ccccc4)cc3/C=C(/C#N)C(N)=O)ccc21	17.0%
55	CCOc1ccc(/C=C(\C#N)c2nc(-c3ccccc3)cs2)cc1	20.0%
56	COc1cc(C(=O)O/N=C(/c2ccncc2)c2ccc([N+](=O)[O-])cc2)cc(OC)c1OC	12.0%
57	CN1CCN(NC(=O)c2ccc(Br)cc2)CC1	5.0%
58	Nc1nonc1-n1nnc(C(=O)N/N=C/c2ccc(O)cc2)c1-c1ccccc1	17.0%
59	COC(=O)CCN1C(=O)/C(=C/c2ccc(Cl)cc2Cl)SC1=S	12.0%
60	C=CCc1cccc(C=Nc2cc(NC(C)=O)c(Cl)cc2Cl)c1O	10.0%

(list continues)
no.	SMILES	RNase H inhibition
61	c1ccc2c(c1)COC(CN1CCOCC1)OC2	4.0%
62	C=CCSc1nnc2sc3ccccc3n12	10.0%
63	CCSCCOC(=O)C1=C(C)NC(=O)NC1c1ccc(O)cc1 (stereo not drawn)	0.0%
64	Cc1cccc(C(=O)Oc2ccc(/C=C3/N=C(c4ccccc4)OC3=O)cc2)c1	11.0%
65	Cc1ccc(C)c(N(CC(=O)N/N=C/c2ccccc2[N+](=O)[O-])S(C)(=O)=O)c1	10.0%
66	CC(Oc1ccc(Br)cc1)C(=O)N/N=C/c1ccc(Cl)cc1 (stereo not drawn)	6.0%
67	CCOc1ccc2ccccc2c1/C=C1/C(=O)NC(=O)N(C)C1=O	2.0%
68	COc1cc(NC(=O)c2nn3c(C(F)(F)F)cc(-c4ccccc4)nc3c2Br)c(OC)cc1Cl	30.0%
69	COc1ccc(C=Nc2ccccc2C(N)=O)cc1	0.0%
70	COc1ccc(N=C(C)C2=C(O)c3ccccc3C2=O)cc1	2.0%
71	CC(Oc1ccccc1)C(=O)Nc1ccncc1 (stereo not drawn)	0.0%
72	COC(=O)c1cc(C(=O)Nc2cccc(C)n2)cc([N+](=O)[O-])c1	5.0%
73	O=C1CSC(=O)N1CNc1ccc(Br)cc1	0.0%
74	CC(C)(C)C1=NN(c2c(Cl)cc(Cl)cc2Cl)C(=O)C1	7.0%
75	CCN1C(=O)/C(=C/c2cc(Cl)ccc2OCCOc2cc(C)cc(C)c2)SC1=S	18.0%

Among those listed so far, these contain a furan ring, fused or not.
no.	SMILES	RNase H inhibition
28	O=C(/C=C/c1ccc(-c2ccc(Cl)c([N+](=O)[O-])c2)o1)c1ccc(Br)cc1	14.0%
31	Cc1ccc(-c2nc3ccccc3o2)cc1NC(=O)c1ccc(Br)o1	8.0%

A few values from above:
For RNase H inhibition, cpd 71 is entered as 0.0%
For RNase H inhibition, cpd 27 is entered as 12.0%
For RNase H inhibition, cpd 47 is entered as 4.0%
For RNase H inhibition, cpd 35 is entered as 11.0%
For RNase H inhibition, cpd 33 is entered as 0.0%
For RNase H inhibition, cpd 29 is entered as 1.0%

Remaining list, next part
no.	SMILES	RNase H inhibition
76	COC(=O)c1ccccc1NC(=O)c1c(Cl)cccc1Cl	9.0%
77	COc1cc(C(=O)N2CCN(Cc3ccc(OC)c4ccccc34)CC2)cc(OC)c1OC	18.0%
78	Cc1ccc(S(=O)(=O)N(C)c2ccc(Br)cc2C(=O)c2ccccc2)cc1	28.0%
79	O=C(COc1ccc(Cl)cc1)N/N=C/C1CCCCC1	2.0%
80	CCN(CC)c1ccc(/C=N/n2c(C)nnc2C)cc1	21.0%
81	CCCCC(=O)Nc1cc([N+](=O)[O-])ccc1Cl	8.0%
82	CC1=C(C(=O)OC2CCCC2)C(c2cc3c(cc2[N+](=O)[O-])OCO3)NC(=O)N1C (stereo not drawn)	3.0%
83	CCOC(=O)C1(C(=O)OCC)C(c2ccccc2)CC(O)N1C(C)=O (stereo not drawn)	3.0%
84	Cc1cc(OCC(=O)Nc2cccc(Cl)c2C)ccc1Cl	8.0%
85	O=C(NCc1ccco1)/C(=C/c1cccc2ccccc12)NC(=O)c1ccccc1	1.0%
86	O=C(NC(=S)Nc1ccc(F)c([N+](=O)[O-])c1)c1cccc(Cl)c1	22.0%
87	CC(O)c1ccc(NC(=O)c2cnn3c2NC(c2cccs2)CC3C(F)(F)F)cc1 (stereo not drawn)	12.0%
88	COc1cc(/C=C(/C#N)C(=O)Nc2ccccc2C)cc(OC)c1O	19.0%
89	O=C(Nc1ccc(OC(F)(F)F)cc1)c1ccc(-c2ccccc2)cc1	8.0%
90	Cc1ccc(NC(=O)NC2CCCC2)cc1	5.0%

Next part
no.	SMILES	RNase H inhibition
91	CCc1c(C)nc2ccc(Br)cc2c1SCC(=O)O	0.0%
92	CC(C)NC(=O)C(=O)NCc1ccc(Cl)cc1	0.0%
93	CC(=O)c1c(C)nc(C)c(C(C)=O)c1-c1ccccc1	2.0%
94	CCc1ccc(C2C(C#N)=C(SCC(=O)c3ccccc3)NC(C)=C2C(C)=O)cc1 (stereo not drawn)	38.0%
95	COC(=O)C1=C(C)NC2=C(C(=O)CC(c3ccc(OC)cc3)C2)C1c1ccc(OCc2ccccc2)c(OC)c1 (stereo not drawn)	5.0%
96	CCCN(CCC)C(=O)CCc1ccccc1	0.0%
97	COc1cc(C(=O)Oc2ccc(/C=N/NC(=O)COc3cccc4ccccc34)cc2)cc(OC)c1OC	5.0%
98	O=C1NC(=S)S/C1=C\c1cn(Cc2ccccc2F)c2ccccc12	42.0%
99	COc1cccc(N2C(=O)C(=O)/C(=C(\O)c3ccccc3)C2c2ccccc2F)c1 (stereo not drawn)	3.0%
100	COC(=O)c1ccc(NC(=O)COc2cc(C)cc(C)c2)cc1	24.0%
101	Cc1ccc(Cl)cc1N1C(=O)C2C(c3ccc(Cl)cc3)OC3(C(=O)c4ccccc4C3=O)C2C1=O (stereo not drawn)	21.0%
102	CC(C)C(=O)N1N=C(c2ccccc2)CC1(O)C(F)(F)F (stereo not drawn)	13.0%
103	Cc1cccc(-c2noc(-c3ccc(Cl)cc3Cl)n2)c1	9.0%
104	CC12CCCCC1C2C(=O)N/N=C\c1ccc(Cl)cc1Cl (stereo not drawn)	13.0%
105	COc1ccc(C2Nc3cc(C)ccc3NC3=C2C(=O)CC(C)(C)C3)cc1 (stereo not drawn)	4.0%

Next records:
no.	SMILES	RNase H inhibition
106	O=C1N=C2SC=CN2C(=O)C1Cc1ccccc1 (stereo not drawn)	5.0%
107	Cc1no[n+]([O-])c1COc1cccc(/C=C2\SC(=S)NC2=O)c1	9.0%
108	COCCOC(=O)c1c(C)oc2ccc(OS(C)(=O)=O)cc12	0.0%
109	CCOc1cc(/C=N/Nc2ccccc2)ccc1OCc1ccccc1C#N	10.0%
110	COc1ccc(/C=N/NC(=O)C(O)c2ccccc2)c(O)c1 (stereo not drawn)	8.0%
111	CCC(=O)Nc1ncc(-c2ccccc2)s1	13.0%
112	Cc1ccc(/C=N\c2sc3c(c2C#N)CCCC3)cc1	18.0%
113	C=CCn1c2ccccc2c2nnc(SCC(=O)Nc3sc4c(c3C#N)CCCC4)nc21	10.0%
114	COc1ccc(/C=C(\NC(=O)c2ccc(Cl)cc2)C(=O)NCC2CCCO2)cc1OC (stereo not drawn)	8.0%
115	O=C(N/N=C/c1cc(Br)ccc1O)N/N=C/c1cc(Br)ccc1O	4.0%
116	Cc1ccc(C)n1-c1ccc(C(=O)N2CCC(C)CC2)cc1	2.0%
117	Clc1ccc(C=NN2CCN(Cc3ccccc3)CC2)cc1	5.0%
118	CCC/C(O)=C1\C(=O)CC(C)(C)CC1=Nc1cccc2ccccc12	17.0%
119	O=C(Nc1ccc(F)cc1)c1ccc(F)cc1	2.0%
120	COc1cc([N+](=O)[O-])ccc1-c1ccc(/C=C2\SC(=S)NC2=O)o1	3.0%

(further entries)
no.	SMILES	RNase H inhibition
121	O=C(N/N=C/c1ccccc1[N+](=O)[O-])/C(=C\c1ccc2c(c1)OCO2)NC(=O)c1ccccc1	22.0%
122	COc1cccc(C2C(C(C)=O)=C(O)C(=O)N2CC2CCCO2)c1 (stereo not drawn)	6.0%
123	CC(C)Oc1cccc(C(=O)NC(=S)Nc2cc([N+](=O)[O-])ccc2Cl)c1	22.0%
124	C/C(=N/NC(=O)c1cc2ccccc2cc1O)c1ccc(F)cc1	16.0%
125	O=C1N=C(N2CCCCCC2)S/C1=C\c1ccccc1Cl	7.0%
126	O=C(Cc1ccc(Cl)cc1)NNC(=O)C1CCCO1 (stereo not drawn)	14.0%
127	Cc1ccc(N=Cc2cccc(O)c2)cc1F	1.0%
128	Cc1cc(C)n(S(=O)(=O)c2ccc([N+](=O)[O-])cc2)n1	12.0%
129	CCOC(=O)CSc1nccc(N(C)C)c1C#N	21.0%
130	CCOC(=O)C1=C(C)N=c2s/c(=C\c3ccc(OCc4ccccc4Cl)c(OC)c3)c(=O)n2C1c1ccc(OC)c(OC)c1 (stereo not drawn)	0.0%
131	CCC(C)NC(=O)CN(c1ccccc1C)S(C)(=O)=O (stereo not drawn)	16.0%
